# STK33 inh – inhibitors of human STK33 kinase | actives 0.073% (n = 320,000) | Q9BYT3 | purified STK33, MBP phosphorylation, ADP-Glo luminescence | inhibition, % at 10 µM;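 active = inhibition at or above 25%, using the most active replicate where run in duplicate; inactive = inhibition below 25%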
# Target sequence (Q9BYT3 whole entry, looked up): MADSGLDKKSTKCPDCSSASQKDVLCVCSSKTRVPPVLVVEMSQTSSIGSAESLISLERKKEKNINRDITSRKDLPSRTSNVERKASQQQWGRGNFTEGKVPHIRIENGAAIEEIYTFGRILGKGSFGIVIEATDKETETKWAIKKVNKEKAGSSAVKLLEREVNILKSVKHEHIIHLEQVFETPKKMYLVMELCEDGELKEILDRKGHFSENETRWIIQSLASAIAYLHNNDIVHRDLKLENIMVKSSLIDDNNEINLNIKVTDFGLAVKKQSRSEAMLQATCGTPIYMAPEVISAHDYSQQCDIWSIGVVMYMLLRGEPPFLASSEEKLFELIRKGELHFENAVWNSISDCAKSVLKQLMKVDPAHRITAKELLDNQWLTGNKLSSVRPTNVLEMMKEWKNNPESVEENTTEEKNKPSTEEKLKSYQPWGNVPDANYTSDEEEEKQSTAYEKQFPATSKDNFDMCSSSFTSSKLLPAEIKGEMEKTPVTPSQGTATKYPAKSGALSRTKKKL
# Kir21 inh – Kir2.1 (mouse) channel inhibition; P35561; HEK293-Kir2.1, FluxOR thallium flux fluorescence; active compounds read low; B-score at 10 µM; actives 0.85% (n = 310,000); AID 1672;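 active = fluorescence ratio B-score at or below minus 3 SD of library scores, with starting-brightness B-score within 2 SD, cut at about -4.2 in these data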;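 note: channel flux triggered by added potassium and thallium sulfate stimulus; B-score of peak minus minimum fluorescence over baseline after thallium stimulus; more negative B-score means stronger Kir2.1 block with less thallium influx; some compounds called inactive have numbers as strong as hits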
# Target sequence (P35561 whole entry, looked up): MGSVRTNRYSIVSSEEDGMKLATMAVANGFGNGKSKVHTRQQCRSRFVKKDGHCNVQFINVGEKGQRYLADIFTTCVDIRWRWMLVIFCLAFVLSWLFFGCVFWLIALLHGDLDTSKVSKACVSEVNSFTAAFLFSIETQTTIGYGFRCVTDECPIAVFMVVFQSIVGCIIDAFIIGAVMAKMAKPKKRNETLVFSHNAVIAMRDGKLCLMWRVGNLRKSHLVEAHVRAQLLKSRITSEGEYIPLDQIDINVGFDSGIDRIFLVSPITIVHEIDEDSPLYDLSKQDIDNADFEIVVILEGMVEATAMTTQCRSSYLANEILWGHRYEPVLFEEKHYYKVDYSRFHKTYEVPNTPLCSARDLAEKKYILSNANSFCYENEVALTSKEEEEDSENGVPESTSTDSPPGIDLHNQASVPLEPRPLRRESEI
# Numbers without * were called inactive; · = no result given.
# Start of the data: the first 5 compounds (preview)
SMILES,STK33 inh,Kir21 inh
CCOc1ccc(NC(=O)CCNS(=O)(=O)c2ccc3c(c2)CC(C)N3C(C)=O)cc1 (stereo not given),-1.3,-0.4
N=C1C(c2nc3ccccc3s2)=C(O)CN1Cc1ccco1,4.6,-0.12
CCOC(=O)N1CCN(C(=O)c2ccc(-n3c(=S)[nH]c4ccccc4c3=O)cc2)CC1,0.0,0.95
COc1ccc(NC(=S)NNC(=O)c2ccccc2OC(F)F)cc1,-2.6,1.5
CCCN(CC(=O)Nc1ccccc1OC)C(=O)c1ccc(S(=O)(=O)Nc2ccccc2)cc1,-1.1,0.09

# All compounds of this part (from the top)
SMILES,STK33 inh,Kir21 inh
CCOc1ccc(NC(=O)CCNS(=O)(=O)c2ccc3c(c2)CC(C)N3C(C)=O)cc1 (stereo not given),-1.3,-0.4
N=C1C(c2nc3ccccc3s2)=C(O)CN1Cc1ccco1,4.6,-0.12
CCOC(=O)N1CCN(C(=O)c2ccc(-n3c(=S)[nH]c4ccccc4c3=O)cc2)CC1,0.0,0.95
COc1ccc(NC(=S)NNC(=O)c2ccccc2OC(F)F)cc1,-2.6,1.5
CCCN(CC(=O)Nc1ccccc1OC)C(=O)c1ccc(S(=O)(=O)Nc2ccccc2)cc1,-1.1,0.09
CCc1ccc(NC(=O)c2cc(S(=O)(=O)N3CCCC3)c[nH]2)cc1,0.7,-0.9
CCc1cccc(OCC(=O)Nc2cc(S(=O)(=O)N3CCOCC3)ccc2N2CCCC2)c1,-2.2,-0.19
Cc1cc(C)nc(SCC(=O)Nc2ccccc2[N+](=O)[O-])n1,-2.3,-0.83
O=C(COC(=O)c1ccc(O)cc1)Nc1cc(C(F)(F)F)ccc1Cl,-0.1,-2.9
N#C/C(=C/c1cccs1)c1ccccn1,-0.9,0.02
CCN1C(Nc2ccccc2)=NC[C@@H]1CC(C)C,2.3,1.5
CCOc1ccc(CCNS(=O)(=O)c2ccc3c(c2)NC(=O)CC(=O)N3)cc1OCC,-1.9,1.3
CC(=O)c1cc(F)ccc1OCC(=O)Nc1ccc2c(c1)OCO2,-0.6,·
CCC(CO)Nc1ccc(-c2nn(C)c(=O)c3ccccc23)cc1[N+](=O)[O-] (stereo not given),-0.5,-0.96
Brc1cc(Br)c(Oc2cc(Br)c(Br)cc2Br)cc1Br,-0.3,·
CCc1ccc2[nH]c3nc(SCC(=O)NCC4CCCO4)nnc3c2c1 (stereo not given),·,-1.5
O=S(=O)(NCc1ccncc1)c1ccc(S(=O)(=O)NCC2CCCO2)cc1 (stereo not given),0.5,0.04
O=C1CC(c2ccccc2)CC2=C1C=Nc1ccccc1N2 (stereo not given),2.1,0.29
Cc1nnc(NC(=O)C(C)Sc2nnc(CCNC(=O)c3ccccc3F)n2C)s1 (stereo not given),0.2,-0.27
COc1ccc(CCNC(=O)c2ccc3c(=O)n(Cc4ccco4)c(=S)[nH]c3c2)cc1OC,-1.0,0.19
Cc1c(C(=O)N2CCc3ccccc3C2)oc2ccc(Br)cc12,-1.4,-0.7
COc1ccccc1C(=O)Nc1ccc2c(c1)CN(Cc1cnc(C)s1)CC2,4.4,0.74
O=C(CSCCO)Nc1nccs1,1.7,0.83
O=C1N/C(=N/N=C/c2ccc(F)cc2)SC1c1ccccc1 (stereo not given),-0.7,-0.08
CCN1CCN(C(c2cccs2)C(C)NS(=O)(=O)c2ccc(F)cc2)CC1 (stereo not given),0.6,-1.9
C=C(C)C(C)(C#CCN1CCCC1)OC(C)=O (stereo not given),-1.4,-0.94
COc1ccc(N=C(c2ccccc2)c2c(C)[nH]n(-c3ccccc3)c2=O)c(OC)c1,-0.7,-0.7
COc1ccc(-c2nnc(SCC(=O)N3CCCC3)o2)cc1OC,-0.8,1.6
CCOC(=O)c1c(C)nc(C)c(C(=O)OCC)c1-c1ccccc1,-0.6,0.02
Cc1ccc(C(=O)NC2CCN(C(=O)NC3CCCCC3)CC2)cc1,·,-0.09
COC(=O)c1c(NC(=O)c2ccccc2)sc2c1CC(C)(C)NC2(C)C,-2.6,-1.3
CN(C)S(=O)(=O)N1CCc2ccccc21,0.0,-1.1
O=C(Nc1ccccc1C(=O)O)c1cc(S(=O)(=O)N2CCOCC2)cs1,1.6,-0.65
COc1cc(C(=O)N2CCN(C/C=C/c3ccccc3)CC2)cc(OC)c1C,-0.4,-0.64
CCc1c(C(=O)NC2CCCc3ccccc32)[nH]c(C)c1C(C)=O (stereo not given),0.2,-0.24
O=C1CN(c2nc(-c3ccccc3)c3ccccc3n2)c2ccccc2N1,0.8,-1
Cc1cc(C)cc(NC(=O)NC2CCN(CC(=O)Nc3cccc(Cl)c3C)CC2)c1,-2.0,1.3
CCC(=O)Nc1cc(Cl)ccc1N1CCN(C(=O)CC)CC1,-1.4,-4.1e-16
Cc1ccc(C(=O)N2CCN(C)CC2)cc1S(=O)(=O)N1CCCCC1,·,0.72
CN(C(=O)c1ccccc1F)C(c1ccccc1)c1ccccc1,0.8,-7.2*
Cc1ccc(-c2csc(N(Cc3ccccc3)C(=O)COc3ccccc3)n2)cc1,-1.2,0.69
Cc1ccc(Cl)cc1NC(=O)NCc1ccccn1,-1.2,-1.4
COc1cccc2cc(C(=O)CC3(O)C(=O)N(Cc4ccccc4)c4ccccc43)c(=O)oc12 (stereo not given),-1.4,0
CCC(CC)NCC(O)COc1ccc(Br)cc1 (stereo not given),-1.8,-0.28
CN(c1ccccc1)S(=O)(=O)c1ccc(C(=O)Nc2nnc(-c3ccco3)o2)cc1,-0.7,-0.3

# Three structures already listed, arranged by heavy-atom count, smallest number first:
SMILES,STK33 inh,Kir21 inh
CN(C)S(=O)(=O)N1CCc2ccccc21,0.0,-1.1
O=C(Nc1ccccc1C(=O)O)c1cc(S(=O)(=O)N2CCOCC2)cs1,1.6,-0.65
Cc1ccc(-c2csc(N(Cc3ccccc3)C(=O)COc3ccccc3)n2)cc1,-1.2,0.69

# Following part.
SMILES,STK33 inh,Kir21 inh
COC(=O)c1ccc(S(=O)(=O)NCc2ccccn2)n1C,-0.2,1.3
CCN(CC(=O)Nc1c(F)cccc1F)C(=O)c1ccc2ncsc2c1,-2.5,0.38
C=CCNC(=O)CCCC(=O)NCC=C,-0.6,-0.86
COc1ccc(N(Cc2cc3ccccc3[nH]c2=O)S(=O)(=O)c2ccc(C)cc2)cc1,1.1,0
O=c1[nH]c2cc3c(cc2cc1CN(CCCO)C(=S)NCc1ccco1)OCO3,0.3,-0.86
COC(=O)CSc1nnc(-c2ccc(OC)cc2OC)o1,0.2,0.02
CCC(=O)Nc1nc2ccc(NC(C)=O)cc2s1,1.8,0.1
S=C(Nc1ccc(Cl)cc1Cl)NC1CCCCC1,-0.8,-1
COc1ccc2c(-c3ccccc3)cc(=O)[nH]c2c1,-1.1,-0.79
COc1ccc(C(=O)Nc2ccc(NC(=O)c3cccs3)cc2)cc1Cl,-0.9,-0.09
CCCC[C@H]1COCCS(=O)(=O)N1Cc1ccc(C)cc1,-1.4,-3.5
COc1ccc(N(CC(=O)N2CCOCC2)S(C)(=O)=O)c(OC)c1,-0.5,0.17
N#CCCN(C(=O)COC(=O)CNC(=O)c1cccs1)c1ccc(F)cc1,-0.9,0.4
CC(C)(CNC(=O)c1ccc(S(=O)(=O)Nc2cccc(C(F)(F)F)c2)cc1)N1CCOCC1,-0.7,·
O=C(CSc1nnnn1Cc1ccccc1)NCC(=O)c1ccccc1,-0.1,2.1

# Looked up above:
# Entry for O=c1[nH]c2cc3c(cc2cc1CN(CCCO)C(=S)NCc1ccco1)OCO3 in STK33 inh: 0.3
# Entry for COc1ccc2c(-c3ccccc3)cc(=O)[nH]c2c1 in Kir21 inh: -0.79
# Entry for C=CCNC(=O)CCCC(=O)NCC=C in Kir21 inh: -0.86

# Next section:
SMILES,STK33 inh,Kir21 inh
Cc1sc(-n2c(C)cc(/C=N/n3cnnc3)c2C)c(C#N)c1C,0.5,-0.02
COc1cccc(N2CCN(C(=O)CN(c3ccc(C)cc3)S(=O)(=O)c3c(C)n[nH]c3C)CC2)c1,0.1,0.69
CCOC(=O)Nc1ccc2c(c1)N(C(=O)N1CCN(C)CC1)c1ccccc1S2,0.2,-0.54
O=C(O)CN1CCN(Cc2cccc(Cl)c2)C1=O,-1.6,0.06
Cc1ccc(NC(=O)C(=O)NN)cc1,-0.5,-1.6
O=C(Cc1ccc(-c2ccccc2)cc1)NC1CCCC1,-1.9,0.18
N#Cc1ccccc1N/C=C/C(=O)c1ccc(Cl)cc1,-0.9,0.16
O=C(COC(=O)/C=C/c1ccc(S(=O)(=O)N2CCOCC2)cc1)NCc1ccc2c(c1)OCO2,-1.5,0.5
CNc1c(NS(=O)(=O)c2cc(Cl)ccc2OC)c(=O)oc2ccccc12,-0.3,0.57
Cc1onc(-c2c(Cl)cccc2Cl)c1C(=O)N=C(N)N1CCCC1,-2.9,-0.73
N#CCCN(C(=O)COC(=O)c1ccc2ccccc2n1)c1ccccc1,-1.4,·
COc1ccccc1N1CCN(C(=O)c2ccc(Cl)c(S(=O)(=O)N3CCCC3)c2)CC1,-0.3,2.2
CCCN1CCC(NC(=O)C2CCN(C(C)=O)CC2)CC1,-0.7,0.5
CSc1ncc2c(n1)-c1cc(C)ccc1SC2,-1.5,0.29
O=C(COc1ccc(Br)cc1Cl)NC(=S)N1CCc2ccccc21,0.3,0.12
CCSc1ccccc1C(=O)NCCCn1ccnc1,-1.3,1.1
COc1ccccc1N(CCC#N)C(=O)COC(=O)CCC(=O)c1ccc(F)cc1,-0.1,·
Cc1ccccc1Cn1c2ccccc2c2cn[nH]c(=O)c21,4.2,0.98
O=C(Nc1ccccc1OC(F)F)c1ccc(Br)o1,2.4,0.39
COc1ccc(CNC(=O)C2CCN(S(=O)(=O)N3CCCC3)CC2)c(OC)c1,-0.3,-0.04
O=C(CSc1ccncc1)Nc1ccc2ccccc2c1,-0.3,0.81
Cc1ccc(C)c(N2CN(Cc3cccnc3)CNC2=S)c1,-1.3,0.67
CN(C)c1ccc(C2CC(c3cccc(NS(C)(=O)=O)c3)=NN2C(=O)c2ccccc2)cc1 (stereo not given),-1.9,-0.68
COc1ccc(OC)c(Nc2nc(N(C)c3ccccc3)nc(N)c2[N+](=O)[O-])c1,-1.0,1.4
CCOC(=O)C(C(=O)OCC)C1N=C(N)N=C2Oc3ccccc3N21 (stereo not given),-0.4,-0.69
CC(C)CN(C(=O)COC(=O)c1ccc2c(c1)OCCO2)c1c(N)n(Cc2ccccc2)c(=O)[nH]c1=O,-1.2,-0.7
Brc1ccc(CN2CC[C@H]3C=CCc4cccc(c43)C2)cc1,-0.2,·
O=C(CSc1nnc(Cc2ccccc2)o1)Nc1cccc(F)c1,-0.8,-0.4
CCCC(=O)Nc1ccc(OCC(=O)OC)cc1,-0.8,-0.7
CC(NC(=O)c1ccco1)C(=O)N1CC=C(c2ccccc2)CC1 (stereo not given),-0.8,·
O=C(Nc1ccccc1)N(c1ccccc1)C1C=CS(=O)(=O)C1 (stereo not given),-0.9,1.8
COCCn1c(=O)[nH]c(=O)c2cc(C(=O)c3cc(Cl)ccc3O)cnc21,0.5,0.12
CCOC(=O)c1c(C)[nH]c(C=O)c1Cc1cccc(Cl)c1,-1.0,1.4
O=S(=O)(Nc1cccnc1Cl)c1ccc2c(c1)OCCO2,-0.4,1.2
CCCCn1c(SCC(=O)NC2CCS(=O)(=O)C2)nc2cc(S(N)(=O)=O)ccc21 (stereo not given),-0.1,2.6
Cn1nc(C(F)(F)F)c(/C=N/OC(=O)c2ccccc2)c1SCc1ccccc1Cl,-0.1,0.52
O=C(c1ccncc1)c1ccc(N2CCN(C3CC(=O)N(Cc4ccccc4)C3=O)CC2)cc1 (stereo not given),-0.1,-3.6
CN(C)c1ccc(NC(=S)N(CCc2ccccc2)C2CC(=O)N(c3c(Cl)cccc3Cl)C2=O)cc1 (stereo not given),-2.5,1.2
CC(C)CC1NC2(C(=O)N(C)c3ccccc32)C2C(=O)N(C(C)C)C(=O)C12 (stereo not given),-1.8,0.36
COc1cc(NC(=O)c2ccc(C)cc2)c(OC)cc1NC(=O)CN1CCCCC1,0.5,0.11
COc1cccc(NC(=O)CN2CCC(C)CC2)c1,-1.7,1.1
CCN(CC)CCn1c2ccc(F)cc2c2nc(C)sc21,0.4,-0.87
COC(=O)c1c(NC(=O)c2ccc(Br)o2)sc(C)c1C,0.0,0
Oc1ccc(C(c2nnnn2C2CCCCC2)N2CCOCC2)cc1 (stereo not given),-1.3,0.54
CC(=O)c1cccc(S(=O)(=O)NCCC(=O)NC2CCCCCC2)c1,-0.2,·
CCOC(=O)c1ccc(NC(=O)c2nc[nH]c2C(=O)NCCCCCNC(=O)OC(C)(C)C)cc1,-0.6,-1.2
COc1cccc(C(=O)NCC(=O)OC(C)C(=O)NC23CC4CC(CC(C4)C2)C3)c1 (stereo not given),-1.4,·
Cc1ccc(C)c(N2CCN(C(=O)Cc3ccc(NC4=NC5CS(=O)(=O)CC5S4)cc3)CC2)c1 (stereo not given),-0.7,-0.9
CC(/C=C/c1ccc2c(c1)OCO2)=N\NC(=O)c1ccccc1,·,2.1
CCCN1CCN(CCCNC(=O)c2ccc3c(Cl)c4c(nc3c2)CCCC4)CC1,0.2,-0.99
COC(=O)Cn1cnc2c(oc3ccccc32)c1=O,0.4,0.83
CCN(CC)c1nc(C)c(C(C)=O)cc1C#N,-0.3,-1.8
COc1ccc(-c2nc(C#N)c(N3CCCCCC3)o2)cc1,0.5,0.09
COc1ccc(NC(=S)Nc2cc(S(=O)(=O)N3CCCCC3)ccc2OC)cc1,0.1,0.32
Cn1c(Cc2cccs2)nnc1SCC(=O)Nc1ccccc1F,-0.5,-0.66
CC(C)N(C(=O)COC(=O)c1cccc(C(=O)OCC(=O)N(C(C)C)C(C)C)n1)C(C)C,0.9,1
CCCCCCCCC(=O)N/N=C/c1cccc(Br)c1,-0.5,0.11
O=C(CSc1nc2c(sc3ccccc32)c(=O)n1Cc1ccccc1)NCC1CCCO1 (stereo not given),-1.1,0.2
COc1ccc(C2C(C(=O)N3CCOCC3)CCC(=O)N2c2ccc(OC)cc2)cc1 (stereo not given),-1.7,0.01
Cc1ccc(CNC(=O)C2CCCN(S(=O)(=O)N3CCC(C)CC3)C2)cc1 (stereo not given),-1.7,-0.24
